From PubChem
NPR1 activator = GC-A (human) enzyme activation; P16066; HEK293 GC-A cells, cGMP TR-FRET, EC30 ANP; 0% at EC30 ANP, 100% saturating ANP; activation, % at 10 µM; 370,000 tested, 0.14% active; AID 1671463; in the data active means activation above about 40%
hcDAF-12 act = activators of H. contortus DAF-12 nuclear receptor. HEK293 hcDAF-12 lit1-tk-luc reporter, luminescence; 0% DMSO, 100% Δ7-dafachronic acid. AID 652067. activation, % at 6.8 µM. 370,000 tested, 1.4% active;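 active means activation above the mean of all tested compounds plus 3 SD, cut at about 5.5% in these data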;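 further: 100% = response to 3 µM Δ7-dafachronic acid high control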
ADAM10 inh = ADAM10 inhibition, QFRET primary screen | recombinant ADAM10, EDANS/DABCYL FRET peptide cleavage, 3 h | inhibition, % at 7 µM | O14672 | 370,000 tested, 0.62% active | AID 720582;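 active means inhibition above a per-campaign cutoff equal to the mean of compounds falling between control-based bounds plus 3 SD, cut at about 20% in these data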;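 further: 0% = DMSO wells while the 100% control is not disclosed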
SMARCA2 act = activators of SMARCA2 function; MG213 cells, MMTV-luciferase reporter, dexamethasone, overnight; activation, % at 9.1 µM; 370,000 tested, 1% active; AID 652017; in the data active means activation above about 7.8%;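 further: 0% = vehicle wells and 100% = reference activator wells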
hgDAF-12 ag = activates the H. glycines DAF-12 receptor ligand-binding domain. AID 687014. activation, % at 6.8 µM. 370,000 tested, 1.8% active. HEK293 GAL4-hgDAF12 UAS-luciferase reporter, agonist luminescence; normalized to butyrate control;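 active means activation above a cutoff set at the mean of all screened compounds plus 3 SD, cut at about 10% in these data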;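 further: 0% = DMSO wells and 100% = sodium butyrate wells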
DAX1 inh-1 = DAX1 (NR0B1) inhibition, primary screen. HEK293T StAR-luciferase reporter, SF-1/DAX-1 repression relief. inhibition, % at 6.8 µM. 370,000 tested, 1.1% active. AID 652010;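 active means inhibition above the mean over all tested compounds plus 3 SD, cut at about 3.6% in these data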;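 further: 0% = DAX-1 cells with DMSO and 100% = cells lacking DAX-1 with DMSO; higher inhibition means more luminescence from relief of DAX-1 repression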
ssDAF-12 act = activates DAF-12 receptor from parasite S. stercoralis. AID 652126. activation, % at 6.8 µM. 370,000 tested, 1% active. HEK293 ssDAF-12/GRIP1 lit1-tk-luc reporter, luminescence; % of 3 µM dafachronic acid response;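 active means activation above the mean over all tested compounds plus 3 SD, cut at about 0.9% in these data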;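 further: 0% = DMSO-only wells and 100% = 3 µM delta7-dafachronic acid wells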
ADAM17 inh = ADAM17 inhibition, QFRET primary screen | inhibition, % at 6.95 µM | AID 720648 | recombinant ADAM17, EDANS/DABCYL FRET peptide cleavage | 370,000 tested, 0.83% active | P78536;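 active means inhibition above the mean of compounds lying between control limits plus 3 SD, set per campaign, cut at about 8.5% in these data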;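 further: 0% = DMSO-only wells as the low control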
Target sequence (P78536 215-824 limits assumed): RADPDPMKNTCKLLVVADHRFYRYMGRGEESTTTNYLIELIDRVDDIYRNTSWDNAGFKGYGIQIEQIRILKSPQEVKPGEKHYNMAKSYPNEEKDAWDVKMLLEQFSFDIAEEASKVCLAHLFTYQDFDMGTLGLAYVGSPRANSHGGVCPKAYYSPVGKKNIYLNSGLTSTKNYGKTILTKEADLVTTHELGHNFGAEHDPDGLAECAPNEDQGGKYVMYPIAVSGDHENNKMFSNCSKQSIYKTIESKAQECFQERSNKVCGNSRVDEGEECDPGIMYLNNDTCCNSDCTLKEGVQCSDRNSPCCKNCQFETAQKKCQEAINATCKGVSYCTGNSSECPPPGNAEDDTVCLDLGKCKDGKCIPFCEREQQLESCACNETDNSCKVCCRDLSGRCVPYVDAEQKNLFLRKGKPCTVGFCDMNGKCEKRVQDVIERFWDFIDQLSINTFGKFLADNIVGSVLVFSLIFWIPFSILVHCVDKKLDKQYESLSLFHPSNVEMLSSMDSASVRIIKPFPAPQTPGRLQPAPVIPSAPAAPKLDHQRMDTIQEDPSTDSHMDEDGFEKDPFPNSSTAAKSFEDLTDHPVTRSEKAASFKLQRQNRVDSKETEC
PG9 Ab binder = small molecules binding HIV-1 gp120 antibody PG9. TR-FRET gp120-PG9 antibody binding. inhibition, % at 6.7 µM. 360,000 tested, 0.43% active. AID 624416; in the data active means inhibition above about 8.5%
GAA850 FXN act = frataxin GAA850 promoter activation; HEK293 lucGAA850 FXN promoter luciferase reporter, 24 h; percent of 10 µM SAHA response; activation, % at 6 µM; 360,000 tested, 0.56% active; AID 540364;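 active means activation above the average of all compounds screened plus 3 SD, cutoff fixed separately per campaign, cut at about 7.5% in these data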;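 further: 0% = DMSO wells and 100% = 10 µM SAHA wells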
DAX1 inh-2 = inhibitors of human orphan nuclear receptor DAX1 (NR0B1). inhibition, % at 6.75 µM. 340,000 tested, 0.99% active. AID 504766. HEK293 Gal4-DAX1 luciferase reporter, luminescence. P51843;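 active means inhibition above the mean over all tested compounds plus 3 SD, cut at about 4.2% in these data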;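 further: 0% = DAX1-transfected cells with DMSO and 100% = empty-vector control cells with DMSO; inhibition shows as a rise in luminescence from relieved DAX1 repression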
Target sequence (P51843 207-470 limits assumed): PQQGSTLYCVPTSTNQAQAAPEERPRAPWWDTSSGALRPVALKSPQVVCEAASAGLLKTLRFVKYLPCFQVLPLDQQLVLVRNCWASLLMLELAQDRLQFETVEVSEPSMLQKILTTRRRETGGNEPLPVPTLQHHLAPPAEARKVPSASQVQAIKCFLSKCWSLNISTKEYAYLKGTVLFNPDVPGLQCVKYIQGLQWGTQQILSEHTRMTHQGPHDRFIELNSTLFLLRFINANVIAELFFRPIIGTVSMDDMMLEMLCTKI
Active calls of the source: *; i = inactive; . = not tested or not shown. Rows are unselected; about 6.8% have a hit in one of these screens.

SMILES	NPR1 activator	hcDAF-12 act	ADAM10 inh	SMARCA2 act	hgDAF-12 ag	DAX1 inh-1	ssDAF-12 act	ADAM17 inh	PG9 Ab binder	GAA850 FXN act	DAX1 inh-2
Cc1ccc(Sc2cnccc2C#N)cc1	5	-0.3	3	4	3.8	0.0	-1.4	0	0.4	-0.6	-0.2
COc1cc(OC)c(C(=O)O/N=C(\N)c2ccccn2)cc1OC	0	-1.5	5	0	1.7	0.1	-1.3	1	4.2	1.1	0.9
CC(=O)SC1CC(=O)C=C2CCC3C4CCC(=O)OC4(C)CCC3C21C (stereo not given)	-6	0.1	-1	3	0.8	0.2	-0.5	5	-1.4	2.5	0.3
CC/C(=N/Nc1ccccc1C)c1cnnc(SC)n1	-2	1.9	-4	-4	0.2	0.5	-0.2	0	1.5	-0.1	-0.3
CC(C)(CO)NCC(O)Cn1cc(C=O)c2ccccc21 (stereo not given)	5	-0.8	1	4	-1.9	-0.9	-1.7	0	-1.6	3.1	-1.1
C=C1C(C(=O)Nc2ccc(OC)cc2)C1C(=O)Nc1ccc(OC)cc1 (stereo not given)	1	-1.3	-6	-3	5.7	0.0	-0.8	-5	1.1	-1.4	0.2
Cc1ccc2cccc(OC(=O)c3cccnc3Oc3ccccc3)c2n1	0	1.6	-1	-2	2.9	0.8	-0.8	-4	2.3	.	.
CC1(C(=O)Nc2cccc3cccnc23)CCN1C(=O)Cc1ccc(Cl)cc1Cl (stereo not given)	-3	-2.8	-1	-1	-3.3	-1.0	-1.8	1	-3.2	-1.6	.
CCCC[C@@H]1CNC(=S)N1CCC12CC3CC(CC(C3)C1)C2	1	-1.5	6	0	0.8	0.2	-1.5	2	1.1	0.3	2.8
Cc1ccc(S(N)(=O)=O)cc1NC(=O)C(c1ccccc1)c1ccccc1	-6	4.0	7	-4	-1.8	-0.3	-1.2	-5	-0.3	-2.3	1.9
CC(C)=CC(=O)Nc1nnc(C)s1	7	0.3	7	1	1.6	0.0	-1.0	-3	0.8	1.5	0.3
Cc1cc(=O)n2c(ccc3ccccc32)c1C#N	5	-0.7	-4	0	2.5	-0.3	-0.7	-1	0.2	-1.6	0.0
Cc1ccc(S(=O)(=O)N(C)C)cc1NC(=O)c1sccc1Cl	-1	-1.8	-1	-1	-3.9	-0.2	-0.3	-1	-0.7	1.9	-0.7
COc1cc(C(=O)N[C@H](C(=O)NC2CCCc3ccccc32)C(C)C)cc(OC)c1OC (stereo not given in full)	-5	-0.3	1	-2	-1.2	0.5	-1.3	1	-1.1	-1.3	0.2
CC(NC(=O)CN(c1ccc(Cl)cc1)S(C)(=O)=O)c1ccccc1 (stereo not given)	-5	0.8	6	4	1.4	-0.1	-0.2	-2	-2.2	1.1	0.9
COc1ccccc1CNC(=O)CN1C(=O)C(C)N(c2ccc(C)cc2)C1=O (stereo not given)	6	-1.0	-4	-2	-0.4	-0.6	-0.4	-4	-0.5	-0.6	-1.2
COc1cccc(NC(=O)CSc2nnc(-c3ccco3)c(-c3ccco3)n2)c1	-2	1.5	1	-1	1.4	0.1	-0.2	-4	-1.9	2.4	1.8
CN(CC(=O)Nc1cccc(F)c1)C(=O)C1(c2ccccc2)CC1	-1	-1.3	-2	-4	0.2	-1.3	-1.4	-4	0.6	0.1	-0.2
Cc1ccc(C(O)P(=O)(OCc2ccccc2)c2ccc(N(C)C)cc2)cc1 (stereo not given)	-1	-0.5	14	-4	-0.3	0.5	-1.8	2	-2.0	-2.9	1.8
CCOC(=O)N1CCN(C(=O)Nc2ccc(NC(=O)N3CCN(C(=O)OCC)CC3)cc2)CC1	0	1.0	-11	1	1.5	0.4	-0.7	0	-2.6	-0.5	-0.5
O=C(NC1CCC1)c1ccc(C#CC2CC2)c[n+]1[O-]	4	-0.9	-11	15*	11*	1.6	-0.1	-5	.	.	.
O=C(NCCCN1CCCC1=O)c1ccc2c(c1)NC(=O)c1ccccc1S2	0	-1.0	-20	-4	1.1	0.4	-1.6	-5	-0.6	0.3	1.0
CCn1c(C)cc(/C=C2/NC(=O)N(CC(=O)Nc3cccc(C)c3)C2=O)c1C	1	2.7	-21	-3	0.6	-0.8	-0.7	-8	-2.3	0.1	0.0
Cc1c(C(=O)OCC(=O)NCCN2C(=O)CSC2=O)oc2c1ccc1ccccc12	3	-2.4	-432	-4	2.0	0.3	-1.1	-144	-0.5	3.1	0.5
COC(C)(C)[C@]12CC(O)(c3ccccc3)ON1[C@H]1CCCCC1N2O (stereo not given in full)	-2	0.6	8	0	-0.8	-0.4	-0.7	3	0.1	-0.1	-0.7
COc1ccc(N(CC(=O)Nc2ccc(S(=O)(=O)N3CCOCC3)cc2)S(C)(=O)=O)cc1OC	2	-1.4	-1	4	0.5	-0.5	-1.5	1	1.4	0.9	2.4
COc1ccc(OC(=O)c2cccnc2)cc1	5	-0.1	4	0	-0.8	-0.4	-0.8	-1	-1.9	0.5	1.8
CCCCCNC(=O)C(C)NS(=O)(=O)c1ccc(OC)cc1 (stereo not given)	2	-0.8	-1	0	-0.1	0.9	-1.0	5	-0.6	-1.0	1.1
COCCNC(=O)C1CCCN(c2ncccn2)C1 (stereo not given)	1	-2.0	-13	4	1.1	-0.4	-1.6	-8	0.1	-1.4	0.4
CC(C)(C)c1ccc(CSc2nnc(-c3ccccc3NC(=O)c3ccccc3)o2)cc1	-2	0.0	-2	-3	2.0	-0.7	-0.8	-2	-1.2	2.2	0.1
O=C(COC(=O)c1ccccc1Br)NCCN1C(=O)CSC1=O	1	1.1	-4	0	3.3	0.1	-1.3	-3	-1.5	-1.9	-0.3
Cc1noc(N)c1C1(O)C(=O)N(C(C)C)c2ccccc21 (stereo not given)	-5	-0.8	6	0	2.1	-0.5	-1.4	1	-0.8	1.8	-0.2
COc1cc(OC)cc(C(=O)Nn2cc(C(=O)Nc3ccc(F)cc3F)c3ccccc3c2=O)c1	-3	2.5	4	-2	1.9	-0.3	-0.6	2	0.6	-3.1	-1.9
CN1NC(=O)c2ccccc2NC1=S	5	1.2	-3	-1	-0.6	-0.6	-0.5	-2	0.9	.	.
CCC(=O)N1CCc2cc(S(=O)(=O)CCC(=O)Nc3ccc(OC)cc3)ccc21	3	-2.7	2	-3	-2.7	0.3	-0.9	4	2.3	-0.2	-0.3
O=C(N/N=C\C=C\c1ccc2c(c1)OCO2)C1COc2ccccc2O1 (stereo not given)	-2	-1.0	-88	0	1.3	-0.6	-1.1	-25	-3.0	4.2	1.4
CC(=O)NC(=S)Nc1ccc(S(=O)(=O)Nc2ncccn2)cc1	2	1.5	-5	5	1.4	-0.2	-0.7	-3	-0.9	-0.4	0.5
Cc1cccc(NC(=S)NC2CC3CCCC(C2)N3Cc2cccs2)c1C (stereo not given)	-3	-0.6	-2	2	-0.9	0.0	-2.1	-2	-0.8	-0.1	-1.3
CCOC(=O)c1c(C)nn(Cc2ccccc2)c1N	3	-0.6	4	-4	1.1	-0.1	-0.7	2	-1.9	3.0	-0.1
COC(=O)c1ccccc1NC(=O)C1CCN(S(C)(=O)=O)CC1	-2	-2.5	5	0	1.6	0.2	-1.2	-4	-0.5	5.5	0.4
CCOc1ccc(C(C)=O)cc1CN1C(=O)NC2(CCCCCCC2)C1=O	-3	-1.3	-7	0	0.9	-0.8	-1.9	-4	1.2	1.8	1.1
COc1cc(OC)cc(C(=O)NCC(=O)OCC(=O)N2CC(C)CC(C)C2)c1 (stereo not given)	2	-2.0	-1	0	3.5	-0.1	-0.9	3	1.0	-0.4	0.5
O=C(c1ccco1)N1CCN=C1SCc1cccc(Cl)c1	9	-1.9	-11	-1	-5.1	-0.2	-1.9	0	-0.3	1.7	2.0
c1nnn(C23CC4CC(CC(C4)C2)C3)n1	-1	0.0	3	1	2.0	-0.3	-0.7	-4	-2.9	2.3	0.6
CC(Oc1cc2oc(=O)c3c(c2cc1Cl)CCC3)C(=O)NCCCN1CCCC1=O (stereo not given)	0	-1.8	-165	1	-0.8	-0.1	-1.3	-49	-0.1	-1.0	0.0
CC1=NNC(=O)C1CCC(=O)N/N=C/c1ccc(Cl)cc1 (stereo not given)	1	-0.2	3	-1	4.3	0.0	-0.6	-6	-3.1	0.9	0.2
O=C(c1ccc(CN2CCOCC2)cc1)N1CCN(c2ccccc2F)CC1	0	-2.2	1	-2	-2.1	-0.6	-1.1	-5	2.7	2.5	-1.0
CSc1ccccc1-c1ccc2nccn2c1	2	-1.2	-14	-2	1.8	1.0	-1.2	-5	1.4	2.5	.
O=[N+]([O-])c1ccccc1N=Nc1c(O)[nH]c2ccc(F)cc12	-10	3.0	-11	-1	6.7	2.8	0.5	1	0.8	2.7	0.9
COc1cccc(NC(=O)COC(=O)c2ccc3c(c2)OCCO3)c1	-1	-0.6	-18	-3	1.8	-0.2	-1.2	4	1.5	1.1	2.8
O=C(Oc1cccc(N2C(=O)CCC2=O)c1)c1ccccc1	3	-0.8	-2	-2	-1.0	-0.5	-0.7	-3	-0.2	-2.4	0.3
Cn1c(=O)c2[nH]c(CNc3ccc(C(=O)O)cc3)nc2n(C)c1=O	-4	0.6	-2	0	1.6	0.1	-0.7	-4	-0.7	1.2	1.7
O=C(NCc1cccnc1)c1ccccc1NS(=O)(=O)c1ccc(F)cc1	-1	0.1	-54	-3	0.5	0.5	-0.8	-18	-0.1	1.6	0.8
O=C(c1ccc(S(=O)(=O)N2CCCC2)cc1)N(c1ccc(F)cc1)C1C=CS(=O)(=O)C1 (stereo not given)	-2	-0.3	-12	-5	-0.3	0.4	-1.6	-3	0.4	2.1	0.0
COC(=O)C[C@@H]1CC[C@H]2[C@@H](COc3ccc(NC(=O)NC(C)C)cc3C(=O)N2C)O1	2	-1.4	-1	1	0.5	0.0	-1.6	-3	.	.	.
Cc1ccc2nc(NNC(=O)c3ccc(S(=O)(=O)N4CCc5ccccc5C4)cc3)sc2c1	-3	-0.7	5	-3	-11	-4.3	-1.1	5	-1.8	-3.2	-3.1
CN(c1ccccc1)S(=O)(=O)c1ccc(C(=O)NCc2ccco2)cc1	2	-2.0	2	-2	-1.1	-2.7	-0.9	0	-0.8	1.4	-1.5
COc1ccc(NC(=O)COc2cccc3c2CCN(Cc2cccnc2)C3=O)cc1	-5	-2.0	-2	-3	-0.5	-1.1	-0.1	0	-0.1	2.1	-0.4
COC(=O)c1cc(=O)c2c(ccc3oc(=O)ccc32)[nH]1	3	-0.1	i	-1	1.8	-1.1	-1.1	-129	-2.0	.	.
CC(C)(C)C(=O)NC(=S)N1CCCC1	5	-0.7	-3	2	1.3	0.3	-1.4	-2	-1.1	-3.4	-1.2
CCCCC(c1nc2ccccc2[nH]1)n1c(=O)c(-c2ccccc2)nc2cc(C)c(C)cc21 (stereo not given)	-8	0.4	-14	-3	1.6	1.2	-0.9	-6	-0.9	.	.
